LMPTP inh – LMPTP (human) inhibition; recombinant LMPTP-A, OMFP fluorogenic substrate, fluorescence intensity; actives 0.22% (n = 360,000); inhibition, % at 20 µM; P24666;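 active = compounds that cut the enzyme signal by at least half of the control window in the single-dose screen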;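 also: plate controls were DMSO wells with enzyme plus substrate for no effect and substrate without enzyme for full effect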
Target sequence (P24666 whole entry, looked up): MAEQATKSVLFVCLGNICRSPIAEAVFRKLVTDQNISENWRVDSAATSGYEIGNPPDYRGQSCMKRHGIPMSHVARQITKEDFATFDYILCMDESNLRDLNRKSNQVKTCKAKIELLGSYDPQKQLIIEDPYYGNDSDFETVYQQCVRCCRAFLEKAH
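Test system: LMPTP-A, protein tyrosine phosphatase of low molecular weight; Input: 0.625 nM enzyme; Incubation: 50 min dark incubation at room temperature; Signal: endpoint fluorescence intensity from OMFP dephosphorylation; Read-out basis: % inhibition versus control wells.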
Rpn11 block – inhibitors of human proteasome Rpn11; O00487; human 26S proteasome, Ub4-pepOG fluorescence polarization; 20S core pre-blocked with epoxomicin; calls only at 20 µM; actives 0.59% (n = 360,000);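 active = inhibition at 20 µM, scaled to each plate's controls, above about 33%, limit read from the data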
Rin1 Abl inh – inhibitors of human Rin1-Abl protein interaction. P00519+Q13671. TR-FRET Rin1/Abl binding, biochemical. inhibition, % at 7.35 µM. actives 0.4% (n = 360,000). AID 588664; in the data active = inhibition above about 5%, passing the limit was not always enough
DNMT1 inh – DNMT1 (human) enzyme inhibition; P26358; DNMT1 molecular beacon, Hinp1I cleavage, fluorescence; inhibition (reported as % activation of signal), % at 10 µM; actives 0.83% (n = 360,000); AID 588458; in the data active = inhibition above about 50%
Neddylation inh – blocks human cullin neddylation; TR-FRET cullin neddylation, biochemical; calls only at 25 µM; actives 0.58% (n = 360,000); AID 651699; in the data active = inhibition above about 36%
Target sequence (P61081 whole entry, looked up): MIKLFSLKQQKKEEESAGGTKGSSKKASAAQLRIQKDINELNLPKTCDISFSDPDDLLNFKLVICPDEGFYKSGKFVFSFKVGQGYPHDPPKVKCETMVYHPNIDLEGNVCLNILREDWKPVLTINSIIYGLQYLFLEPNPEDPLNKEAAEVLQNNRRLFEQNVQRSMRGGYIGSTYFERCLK
Target sequence (Q13564 whole entry, looked up): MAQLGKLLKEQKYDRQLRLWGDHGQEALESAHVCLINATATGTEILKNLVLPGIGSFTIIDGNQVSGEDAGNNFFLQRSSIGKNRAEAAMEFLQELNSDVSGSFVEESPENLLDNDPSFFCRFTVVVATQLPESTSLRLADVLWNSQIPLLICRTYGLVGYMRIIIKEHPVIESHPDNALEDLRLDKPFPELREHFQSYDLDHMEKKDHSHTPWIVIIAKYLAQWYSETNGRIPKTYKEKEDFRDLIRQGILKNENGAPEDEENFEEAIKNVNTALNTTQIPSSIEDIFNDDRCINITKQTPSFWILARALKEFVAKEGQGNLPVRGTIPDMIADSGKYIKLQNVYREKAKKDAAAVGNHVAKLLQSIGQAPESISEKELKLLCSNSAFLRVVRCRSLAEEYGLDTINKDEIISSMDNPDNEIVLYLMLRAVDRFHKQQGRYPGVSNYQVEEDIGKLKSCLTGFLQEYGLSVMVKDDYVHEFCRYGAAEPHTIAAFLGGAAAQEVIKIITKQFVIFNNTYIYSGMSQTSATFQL
SUMO1 PPI mod – SUMO1-SIM interaction modulation; actives 0.33% (n = 360,000); SUMO1 binding to a labelled peptide, TR-FRET, 1 h; P63165; inhibition, % at 20 µM; in the data active = inhibition above about 37%
Scp-1 inhibitor – inhibitors of human Scp-1 phosphatase; AID 493091; actives 0.88% (n = 340,000); inhibition, % at 20 µM; Recombinant Scp1, phosphopeptide, malachite green phosphate absorbance; Q9GZU7;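 active = inhibition above about 50% at 20 µM, limit read from the data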;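 also: plate controls were DMSO wells with enzyme for no effect and wells lacking enzyme for full effect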
Target sequence (Q9GZU7 76-261 limits assumed): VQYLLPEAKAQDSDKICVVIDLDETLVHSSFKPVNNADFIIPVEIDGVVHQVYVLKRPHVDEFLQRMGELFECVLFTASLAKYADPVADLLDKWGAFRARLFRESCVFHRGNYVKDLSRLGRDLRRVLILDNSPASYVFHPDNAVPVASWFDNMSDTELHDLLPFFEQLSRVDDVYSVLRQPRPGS
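Test system – truncated SCP-1 phosphatase (76-261aa) · Reagent – Phosphorylated 17-residue peptide substrate · Incubation – 45 min room-temperature reaction, 5 min colour, 30 min stabiliser · Detection – colorimetric phosphate reagent with accelerator and stabiliser, absorbance at 630 nm · Measure – % inhibition at 20 µM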
STEP block – inhibitors of human striatal-enriched phosphatase STEP. P54829. recombinant STEP, OMFP fluorogenic substrate, fluorescence. inhibition, % at 20 µM. actives 0.25% (n = 360,000). AID 588621;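 active = inhibition at 20 µM, scaled per plate between control wells, above about 37%, limit read from the data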;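 also: 0% = DMSO with enzyme and substrate and 100% = substrate only without enzyme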
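System: isolated STEP enzyme; schedule: 20 min enzyme reaction at room temperature, protected from light; medium: Bis-Tris buffer pH 6.0, 2.5 mM DTT, 0.005% Tween 20; signal: fluorescence, 480/540 nm; dosing: single compound dose of 20 µM, 1% DMSO final; also added: OMFP substrate, 25 µM final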
NadD block – NadD (S. aureus) enzyme inhibition; purified NadD enzyme, colorimetric absorbance read-out; inhibition, % at 20 µM; actives 0.78% (n = 360,000); in the data active = inhibition above about 26%; also: some compounds past the cut are filed as inactive
CSN inh – inhibitors of human CSN-mediated cullin deneddylation; AID 651999; inhibition, % at 12.5 µM; actives 0.38% (n = 360,000); Purified CSN, SCF-Nedd8-OG deneddylation, fluorescence polarization; Q92905;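 active = pattern-corrected inhibition above about 35%, with an unprinted fluorescence ratio check between 0.5 and 1.5, limit read from the data, passing the limit was not always enough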;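 also: 0% = enzyme with substrate and 100% = substrate without enzyme; some results filed as inactive read as strong as hits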
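Assay system: purified human Csn5 enzyme expressed in HEK293T cells; Input: 0.24 nM Csn5 enzyme, final concentration; Reagent: 10 nM SCFSkp2-Nedd8OG; Compound dosing: 12.5 µM single point; Times: reaction 90 min, room temperature; Technique: fluorescence polarization readout.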
* marks the source's active call; other numbers are inactive results; i = inactive; . = not tested or not shown.

SMILES	LMPTP inh	Rpn11 block	Rin1 Abl inh	DNMT1 inh	Neddylation inh	SUMO1 PPI mod	Scp-1 inhibitor	STEP block	NadD block	CSN inh
O=[N+]([O-])c1cc(/C=N/N2CCCCC2)ccc1Cl	3.3	i	2	2	i	-15	-2	3	1	1
COc1cccc(CC(NC(C)=O)C(=O)NC2CCN(c3c(Cc4ccccc4)c(C)nc4ncnn34)CC2)c1 (stereo not drawn)	-1.3	i	2	1	i	-1	-7	-2	1	-3
Cc1ccc(CNC(=O)CN2C(=O)NC(C)(c3cccc(Br)c3)C2=O)cc1 (stereo not drawn)	0.5	i	-1	0	i	0	-7	0	-1	-2
COc1ccc(C(=O)N2CCC2(C)C(=O)NC(C)C)c(OC)c1 (stereo not drawn)	-0.1	i	-6	5	i	-3	.	-2	0	0
CCc1cc(-c2cnnn2Cc2ccc3ccccc3c2)ccc1-c1cn(CC(C)C)nn1	7.8	i	-1	-8	i	3	.	2	6	-2
NC(=O)Nn1c(CCC(=O)O)ccc1-c1ccc(Br)cc1	-1.7	i	-3	4	i	1	-4	1	0	-3
CC(C)c1ccc(OCc2nc(-c3ccccn3)no2)c(Br)c1	1.0	i	2	-4	i	-2	31	0	1	0
Cc1cccc(NC(=O)CSc2nc3nc4c(cc3c(=O)n2-c2ccccc2)CCCC4)c1	2.3	i	-9	-9	i	-5	17	2	15	0
Cc1ccc(C)c(Cn2c(=O)c3c(nc4n3CCN4Cc3ccco3)n(C)c2=O)c1	-0.4	i	5	-3	i	12	-12	-2	2	-9
O=C(NC1CCCCCC1)C1CCN(S(=O)(=O)c2cccc3cccnc23)CC1	-2.2	i	0	2	i	4	0	5	0	-2
CCCNC(=O)c1cc(C2CCCCN2C(=O)OCCF)on1 (stereo not drawn)	-0.3	i	0	1	i	4	.	0	-1	-1
Cc1ccc(-c2csc(NC(=O)c3cccc(N4C(=O)CCC4=O)c3)n2)o1	0.1	i	0	-5	i	-4	-10	-1	-2	-1
CCOC(=O)c1ccc(S(=O)(=O)N2CCN(c3ccccn3)CC2)cc1	4.3	i	0	2	i	6	-1	-2	7	0
O=C(c1ccccc1)N1N=C(C(F)(F)F)CC1(O)c1ccc(F)cc1 (stereo not drawn)	3.1	i	-1	1	i	-2	-17	4	1	5
COc1cccc(CN(C)C(=O)c2ccc3c(=O)n4c(nc3c2)CCC4)c1OC	-1.5	i	-1	-1	i	6	-9	-2	3	-6
COc1ccccc1CN(CC(=O)NCc1ccco1)C(=O)CNS(=O)(=O)c1ccc(C)cc1	-0.6	i	-1	1	i	-1	48	2	4	-4
CCc1cc(=O)oc2cc(C)cc(OCC(=O)NCc3ccccn3)c12	-1.2	i	2	3	.	2	-5	0	1	-1
COc1cccc(NC(=O)c2ccccc2)c1	-0.5	i	2	18	i	4	-6	-3	-3	-1
Cc1ccccc1CC1(CO)CCCN(C(=O)Cc2c(F)ccc(F)c2F)C1 (stereo not drawn)	-0.3	i	1	5	i	-2	-4	-2	3	-3
O=P(CCC(F)(F)F)(CCC(F)(F)F)CCC(F)(F)F	-1.3	i	-2	5	i	-4	9	-1	-1	-3
O=C(C1=CC=CN2CCS(=O)(=O)N=C12)N1CCN(c2cccc(Cl)c2)CC1	-0.3	i	2	1	i	-2	-6	2	-2	1
Cn1nnnc1SCC(=O)Nc1c(Cl)cccc1Cl	-1.3	i	-1	0	i	0	-6	-2	12	1
COc1ccc(-c2coc3cc(OC)cc(O)c3c2=O)cc1	19	i	1	6	i	1	-3	-1	-6	2
O=C(O)c1cccc(NN=C2c3ccccc3-c3ccccc32)c1	1.3	i	1	2	i	-3	-5	0	-2	3
O=C(Nc1ccc(-c2noc(-c3cccs3)n2)cc1)c1cccnc1	1.1	i	-2	-14	i	10	-5	-1	-1	1
Cc1noc(/C=C/c2ccco2)c1S(=O)(=O)N1CCC(C(=O)Nc2ccc(Cl)cn2)CC1	1.5	i	5	-5	i	0	-2	-2	17	2
Nc1nnc(Cc2cccc(Br)c2)s1	-2.0	i	0	3	i	4	-10	2	-11	1
O=C(c1ccc(Br)s1)N1CCN(Cc2ccc3c(c2)OCO3)CC1	-0.3	i	2	-2	i	-2	3	-2	-3	-5
CN1CCN(c2ccc(NC(=O)c3ccc(-c4ccc(Cl)cc4)o3)cc2)CC1	-6.7	i	-1	-5	i	-81	-2	4	-8	4
Fc1ccc(-c2nc3ccc(Br)cn3c2Cc2cccc(F)c2)cc1	0.9	i	2	-1	i	0	.	-2	7	2

Pulled one by one from the entries so far, 2 records:
SMILES	LMPTP inh	Rpn11 block	Rin1 Abl inh	DNMT1 inh	Neddylation inh	SUMO1 PPI mod	Scp-1 inhibitor	STEP block	NadD block	CSN inh
Cc1noc(/C=C/c2ccco2)c1S(=O)(=O)N1CCC(C(=O)Nc2ccc(Cl)cn2)CC1	1.5	i	5	-5	i	0	-2	-2	17	2
O=C(c1ccc(Br)s1)N1CCN(Cc2ccc3c(c2)OCO3)CC1	-0.3	i	2	-2	i	-2	3	-2	-3	-5

Other entries:
SMILES	LMPTP inh	Rpn11 block	Rin1 Abl inh	DNMT1 inh	Neddylation inh	SUMO1 PPI mod	Scp-1 inhibitor	STEP block	NadD block	CSN inh
CCOc1ccc(CCNC(=O)c2ccc3c(=O)n4c(nc3c2)CCCCC4)cc1	0.2	i	4	0	i	3	-6	2	6	0
Cc1ccccc1C(=NCCCN(C)C)c1ccccc1C	-11	i	2	-2	i	0	-10	-1	-2	-1
COc1ccc(Cl)cc1S(=O)(=O)n1ccnc1C(C)C	-0.6	i	2	2	i	4	-9	1	2	2
Cc1nc(Nc2ccc(Cl)cc2)c2oc3ccccc3c2n1	1.0	i	2	-4	.	-3	-4	0	-1	0
Cc1ccc(N(C(=O)CNC(=O)c2ccco2)C(C(=O)NC2CCCC2)c2cccnc2)cc1F (stereo not drawn)	-0.5	i	1	1	i	23	-10	-4	-7	-8
Cn1c(=O)c2cc(S(=O)(=O)Nc3ccc4c(c3)OCO4)ccc2n(C)c1=O	0.4	i	4	3	i	16	-16	2	2	0
O=C(O)CCn1ccc2cc(S(=O)(=O)N3CCCCCC3)ccc21	0.4	i	1	0	i	2	3	0	-3	5
COc1ccc2ccccc2c1CNCCCN1CCOCC1	-3.8	i	-5	3	i	-6	-7	-1	-9	6
CCc1cccc2c(C#N)cn(CC(=O)NCc3ccco3)c12	-0.3	i	1	1	i	0	-6	-4	-3	0
CCOC(=O)/C=C/[C@H]1CCc2cccc(C)c2O1	1.6	i	6	9	i	5	-7	-2	-4	2
CC1=C(C(=O)N2CCOCC2)CC(CC(=O)NCc2ccco2)C(=O)N1Cc1ccc(F)cc1 (stereo not drawn)	0.2	i	3	6	i	4	.	3	2	2
COc1ccc(C(=O)N[C@H](C(=O)Nc2cccc(S(=O)(=O)N3CCOCC3)c2)C(C)C)cc1	-1.6	i	1	1	i	-1	.	-2	-5	2
COc1cc(C2C(C#N)=C(N)OC3=C2C(=O)CCC3)cc2c1OCO2 (stereo not drawn)	-1.1	i	2	0	i	2	-3	1	-7	0
Cn1c(NNC(=O)/C=C/c2ccc3c(c2)OCO3)cc(=O)n(C)c1=O	-0.5	i	-1	-6	i	-13	2	2	-5	-5
CC1CCCCN1C(=O)c1cc(Cl)ccc1[N+](=O)[O-] (stereo not drawn)	-1.5	i	-1	0	i	-11	5	-2	-20	-5

Overlap with the part before: 5 entries, then new ones.
SMILES	LMPTP inh	Rpn11 block	Rin1 Abl inh	DNMT1 inh	Neddylation inh	SUMO1 PPI mod	Scp-1 inhibitor	STEP block	NadD block	CSN inh
CC1=C(C(=O)N2CCOCC2)CC(CC(=O)NCc2ccco2)C(=O)N1Cc1ccc(F)cc1 (stereo not drawn)	0.2	i	3	6	i	4	.	3	2	2
COc1ccc(C(=O)N[C@H](C(=O)Nc2cccc(S(=O)(=O)N3CCOCC3)c2)C(C)C)cc1	-1.6	i	1	1	i	-1	.	-2	-5	2
COc1cc(C2C(C#N)=C(N)OC3=C2C(=O)CCC3)cc2c1OCO2 (stereo not drawn)	-1.1	i	2	0	i	2	-3	1	-7	0
Cn1c(NNC(=O)/C=C/c2ccc3c(c2)OCO3)cc(=O)n(C)c1=O	-0.5	i	-1	-6	i	-13	2	2	-5	-5
CC1CCCCN1C(=O)c1cc(Cl)ccc1[N+](=O)[O-] (stereo not drawn)	-1.5	i	-1	0	i	-11	5	-2	-20	-5
CCC(CC)C(=O)N(c1ccc(F)cc1)C1C=CS(=O)(=O)C1 (stereo not drawn)	-2.0	i	2	0	i	-5	-3	-3	-4	-5
O=C(COC(=O)CSc1ccc(Br)cc1)NCc1ccco1	-2.4	i	0	1	i	-1	-8	2	-1	1
O=C(CO/N=C/c1ccc(OC(F)F)cc1)NC1CCCCCC1	1.6	i	3	3	i	2	-4	2	-9	0
Cc1ccc(NC(=S)Nc2cc(C)on2)cc1	-1.1	i	2	-5	i	3	-17	1	-6	2
COc1ccccc1C(=O)NCC(=O)NCC1(N2CCCCC2)CCCCC1	1.3	i	0	1	i	1	-6	2	1	-10
O=C(COC(=O)/C=C/c1ccc(Br)o1)NC1CCCCC1	0.7	i	-1	28	i	-4	42	5	-3	7
CSc1nc2ccc(S(=O)(=O)N3CCCCC3)cc2s1	-1.8	i	1	-4	i	-1	-4	-3	-9	-2
O=C(O)c1nccnc1C(=O)Nc1ccc(Cl)cn1	-1.0	i	4	1	i	0	9	-2	-3	-3
CCCc1cnc(N2CCN(C(=S)NC)CC2)nc1	-2.6	i	-1	-2	i	2	-7	1	2	-5
C[C@H](CO)N1C[C@H](C)[C@@H](CN(C)C(=O)Nc2ccc3c(c2)OCO3)Oc2ccc(NS(=O)(=O)c3cn(C)cn3)cc2C1=O	0.1	i	1	5	i	4	69*	0	-1	-3
COc1ccc(-c2cc(C(F)(F)F)n3nc(N)nc3n2)cc1	-0.1	i	-3	-1	.	-14	-1	-3	-4	2
Cc1ccc(-c2csc(=Nc3cccnc3)n2CCCN2CCCC2=O)cc1C	0.1	i	-4	2	i	1	0	-1	-7	-14
COc1ccc(C2C(C#N)=C(N)Oc3cc(C)[nH]c(=O)c32)c(OC)c1OC (stereo not drawn)	-0.6	i	1	-1	i	-11	-7	-4	3	-2
Cc1ccc(NCC(=O)Nc2cccc(F)c2)cc1S(=O)(=O)N1CCCCCC1	0.6	i	1	2	i	-1	-4	0	-6	2
Fc1ccc(-n2c(CN3CCCCC3)n[nH]c2=S)cc1	-0.4	i	0	2	i	1	1	2	6	5
N#Cc1cc(C(=O)c2ccccc2OCC(=O)Nc2ccccc2Cl)cn(C2CCCCC2)c1=O	0.8	i	0	1	i	7	-7	1	-2	-11
O=C(COC(=O)c1cccc(-n2cnnn2)c1)c1ccc(Br)cc1	1.4	i	-4	-2	i	-2	-7	0	3	-6
CC(=O)c1ccc(O)c(CC=C(C)C)c1O	1.5	i	3	4	i	0	4	-3	-4	-1
CCN(C(=O)CN(C)Cc1cccc(Cl)c1Cl)c1c(N)n(Cc2ccccc2)c(=O)[nH]c1=O	-2.1	i	1	2	i	-2	-3	-2	2	-1
O=C(O)c1ccc(CSC2CCCCC2)cc1	-1.0	i	-1	-1	i	0	-5	-2	-3	1

Rows were taken by chance. About 3.8% of those tested had a hit in this group.
